Screening results from PubChem.
GBA activity up: glucocerebrosidase activity enhancement; P04062; 30,000 tested, 0.44% active; activation, % at 10 µM; L444P Gaucher fibroblasts, 4-MU-glucoside fluorescence, 3 days; in the data active means activation above about 65%;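 further: 0% = vehicle wells and 100% = positive control wells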
Target sequence (P04062 whole entry L483P): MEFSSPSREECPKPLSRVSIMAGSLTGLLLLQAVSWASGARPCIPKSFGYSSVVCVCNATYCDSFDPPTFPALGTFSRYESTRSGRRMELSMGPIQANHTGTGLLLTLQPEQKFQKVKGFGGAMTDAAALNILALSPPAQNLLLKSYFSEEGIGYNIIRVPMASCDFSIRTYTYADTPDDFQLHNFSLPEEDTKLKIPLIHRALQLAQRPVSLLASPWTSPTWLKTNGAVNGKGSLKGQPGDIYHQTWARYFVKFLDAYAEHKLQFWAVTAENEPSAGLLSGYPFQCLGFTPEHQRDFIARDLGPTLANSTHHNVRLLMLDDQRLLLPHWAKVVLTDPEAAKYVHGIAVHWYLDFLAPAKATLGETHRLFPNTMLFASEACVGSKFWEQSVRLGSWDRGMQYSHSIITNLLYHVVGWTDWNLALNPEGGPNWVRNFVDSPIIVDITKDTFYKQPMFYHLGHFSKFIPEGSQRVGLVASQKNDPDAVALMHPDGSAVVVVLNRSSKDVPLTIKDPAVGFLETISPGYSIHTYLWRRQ
Starred values were filed as active, the others as inactive. Only part of the results is shown; the hit share may differ from the screen's.

SMILES	GBA activity up
COc1ccc(CC(=O)NCc2ccccc2)cc1S(=O)(=O)N1CCOCC1	7.9
COc1ccc(N2C(=O)CCC(C(=O)NCCN3CCOCC3)C2c2ccc(OC)c(OC)c2)cc1 (stereo not given)	5.0
CS(=O)(=O)N(CCc1ccccc1)CC(=O)Nc1ccc2c(c1)OCO2	-19.1
O=C(c1cccc(COCC(F)(F)C(F)F)c1)N1CCN(c2ccccc2)CC1	0.4
CC(=O)Nc1cccc(NC(=O)c2c(-c3ccccc3)noc2C)c1	-9.7
Cc1ccccc1C(OCCN(C)C)c1ccccc1 (stereo not given)	-15.2
CC1CCN(C(=O)C2CC(c3ccc(F)cc3)=NO2)CC1 (stereo not given)	-6.5
Cc1nc2nc[nH]n2c(=O)c1NC(=O)c1cccc(OCC(C)C)c1	-13.0
CCOC(=O)c1ccc(COC(=O)c2cc3ccccc3oc2=O)o1	1.9
Cc1cccc(Nc2n[nH]c(=S)s2)c1C	3.2

Continued, overlapping the part above by 2 compounds.
SMILES	GBA activity up
CCOC(=O)c1ccc(COC(=O)c2cc3ccccc3oc2=O)o1	1.9
Cc1cccc(Nc2n[nH]c(=S)s2)c1C	3.2
Cc1cc(C(=O)OCc2nnc(-c3ccccc3)o2)c(C)n1-c1ccccc1	2.9
O=C(Cc1nc(-c2ccc(Br)s2)cs1)NCCN1CCOCC1	-9.1
O=C(CCn1cccc1)Nc1cc(F)ccc1F	-5.1
CCc1nccn1S(=O)(=O)c1ccc2ccccc2c1	-28.6
CSc1nc(C)cc(OCC#N)n1	-7.7
CC1CCCCC1NS(=O)(=O)c1ccc(S(=O)(=O)N2CCCC2)cc1 (stereo not given)	-65.5
Cc1ccc(S(=O)(=O)Nc2cccc3ncccc23)s1	-15.7
O=C(Nc1nc(-c2ccc3c(c2)OCCO3)cs1)c1ccc(S(=O)(=O)N2CCCCC2)cc1	10.8
Cc1cc(N)n(-c2nc(-c3cccnc3)nc3ccccc23)n1	3.4
O=C(COC(=O)c1n[nH]c2ccccc12)NC(=O)NC12CC3CC(CC(C3)C1)C2	-45.4
N#CC1=C(c2ccccc2)N=P(N2CCOCC2)(N2CCOCC2)N=C1N1CCOCC1	-5.3
Cc1nc2ncnn2c(N2CCN(c3cccc(C(F)(F)F)c3)CC2)c1C	-12.7
CC(=O)[C@H]1CC[C@H]2[C@@H]3CCC4=CC(=O)CC[C@]4(C)[C@H]3CC[C@]12C	-30.1
CCC(C)NC(=O)c1c(N)n(/N=C/c2ccccn2)c2nc3ccccc3nc12 (stereo not given)	-34.1
COc1cccc(C(=O)N2CCN(S(=O)(=O)Cc3ccccc3)CC2)c1	-28.8
Cc1occc1-c1nnc(SCC(=O)NCc2cccs2)n1CC1CCCO1 (stereo not given)	-1.1
O=C(Oc1ccc2c(c1)OCC2=O)c1ccccc1	3.8
CCOc1cccc(NC(=O)C2CCCN(S(=O)(=O)c3ccc(-n4cnnn4)cc3)C2)c1 (stereo not given)	-9.0
CC1(C)NC(=O)N(CC(O)CNC23CC4CC(CC(C4)C2)C3)C1=O (stereo not given)	0.5
Cc1cc(C(=O)Nc2cccc3ncccc23)no1	21.2

7 compounds out of the list, arranged by number of heavy atoms, falling.
SMILES	GBA activity up
CCOc1cccc(NC(=O)C2CCCN(S(=O)(=O)c3ccc(-n4cnnn4)cc3)C2)c1 (stereo not given)	-9.0
CCC(C)NC(=O)c1c(N)n(/N=C/c2ccccn2)c2nc3ccccc3nc12 (stereo not given)	-34.1
Cc1occc1-c1nnc(SCC(=O)NCc2cccs2)n1CC1CCCO1 (stereo not given)	-1.1
Cc1nc2ncnn2c(N2CCN(c3cccc(C(F)(F)F)c3)CC2)c1C	-12.7
COc1cccc(C(=O)N2CCN(S(=O)(=O)Cc3ccccc3)CC2)c1	-28.8
CC1(C)NC(=O)N(CC(O)CNC23CC4CC(CC(C4)C2)C3)C1=O (stereo not given)	0.5
Cc1cc(C(=O)Nc2cccc3ncccc23)no1	21.2

(continued)
SMILES	GBA activity up
Brc1cnn(-c2nc(N3CCOCC3)nc(N3CCOCC3)n2)c1	-4.4
CCOC(=O)c1c(C)oc2c1c(/C=N/c1ccccn1)c(O)c1ccccc12	5.0
COC(=O)CN(c1nc(C)c(Cl)c(OC)n1)S(=O)(=O)c1ccc(C)cc1	-23.7
CCOC(=O)c1ccccc1NC(=O)c1ccccc1N(C)S(C)(=O)=O	2.9
COc1ccccc1NS(=O)(=O)c1ccc(NC(=O)CCNC(=O)c2ccco2)cc1	-25.6
O=C1COc2ccc(C(=O)COC(=O)c3ccc4ccccc4n3)cc2N1	3.9
CC1CCCCC1NC(=O)CN1CCC(O)(c2ccc(F)cc2)CC1 (stereo not given)	-42.1
CCOc1cc(C)c(Cl)cc1S(=O)(=O)N1CCCC1	-49.3
Cc1n[nH]c(C)c1S(=O)(=O)N1CCCC(C(=O)N2CCN(c3ccc(Cl)cc3)CC2)C1 (stereo not given)	-0.8
CSc1c(CC(=O)NCCO)n(C)c2ccccc12	-18.7
OC(c1cccs1)c1nccc2ccccc12 (stereo not given)	-7.6
Cc1cc(NC(=O)Cn2c(=O)c3c(ncn3CCC(C)C)n(Cc3ccccc3)c2=O)no1	55.4
O=C(O)C1CCCCC1C(=O)Nc1ccccn1 (stereo not given)	-2.9
COc1ccc(NC(=O)C2CC(c3cc(OC)c(OC)c(OC)c3)=NO2)cc1OC (stereo not given)	14.1
CCOc1nc(OCC)nc(N2CCC(C)CC2)n1	-10.4
COCCNS(=O)(=O)c1ccc2c(c1)C(=O)c1cc(S(=O)(=O)NCCOC)ccc1-2	-8.1
CCCCOc1ccc(C(=O)NC)cc1	-7.3
CS(=O)(=O)N(CC(=O)N1CCN(Cc2ccccc2)CC1)C1CCCCC1	-12.5
O=C(Cn1nnc2ccccc21)C1CC1	2.0
O=C(Cc1ccccc1)Nn1cnc2ccccc21	-11.7

Compounds listed so far with fluorine, in the order listed:
SMILES	GBA activity up
O=C(c1cccc(COCC(F)(F)C(F)F)c1)N1CCN(c2ccccc2)CC1	0.4
CC1CCN(C(=O)C2CC(c3ccc(F)cc3)=NO2)CC1 (stereo not given)	-6.5
O=C(CCn1cccc1)Nc1cc(F)ccc1F	-5.1
Cc1nc2ncnn2c(N2CCN(c3cccc(C(F)(F)F)c3)CC2)c1C	-12.7
CC1CCCCC1NC(=O)CN1CCC(O)(c2ccc(F)cc2)CC1 (stereo not given)	-42.1

Next results follow.
SMILES	GBA activity up
CC(C)OCCCn1c(=NC(=O)c2ccncc2)c(C#N)cc2c(=O)n3ccccc3nc21	-15.5
Cc1ccc(NC2=NC(c3ccc(O)cc3)n3c(nc(C)cc3=O)N2)cc1 (stereo not given)	16.5
CC(c1ccco1)N(C(=O)COc1ccc(Cl)cc1)c1ccccn1 (stereo not given)	-12.4
C#CC1(O)CC(C)NCC1(C)CCC#N (stereo not given)	-10.2
CCOc1ccc(NC(=O)CCS(=O)(=O)c2cccc3nsnc23)cc1	-27.1
Cc1ccc2oc(C(=O)Nc3c(C)n(C)n(-c4ccccc4)c3=O)c(C)c2c1	-2.1
[O-]/[N+](=C/c1ccc(F)cc1)c1ccccc1	4.8
Nc1c(C(O)(C(F)(F)F)C(F)(F)F)ccc2ccccc12	-15.5
COCCOC(=O)c1c(C)oc2ccc(OCC=C(C)C)cc12	-20.5
C=C(C)CSc1nnc(-c2ccc(OC)c(OC)c2)n1N	-53.6
O=c1c2nnn(Cc3ccccc3)c2ncn1-c1ccccc1	22.9
COC(=O)CN(c1ccccc1)S(=O)(=O)c1ccc(F)cc1	1.2
CCOc1cccc(OCCCCN2CCCCC2)c1	-13.1
Cc1cc(C)n(-c2ccc(C(=O)N3CCc4ccccc43)cc2)n1	9.7
CCCCN1C(=O)/C(=C2\SC(N3CCCCC3)=NC2=O)c2ccccc21	13.2
COc1ccc2cc(C3(C)NC(=O)N(CC(=O)NCc4ccco4)C3=O)ccc2c1 (stereo not given)	5.2
CCOC(=O)NC(Nc1ncccn1)(C(F)(F)F)C(F)(F)F	1.8
O=C(c1ccc(N2CN(C(=O)c3ccco3)c3nc4ccccc4nc32)cc1)N1CCOCC1	-1.2
CCN(CC(=O)NC1CCS(=O)(=O)C1)c1nc(-c2ccccc2)nc2ccccc12 (stereo not given)	-2.9
COc1ccc2cc3cc(C(=O)NCCN4CCN(Cc5ccccc5)CC4)oc3nc2c1	22.1
CCS(=O)(=O)N1CCC(C(=O)NCc2ccc(F)cc2)CC1	6.4
COCCCN(C(C)=O)c1nc(-c2ccc(OC)cc2)cs1	-42.5
CCNc1nnc(-c2ccc(C)cc2)o1	-33.4
Clc1ccc(-c2nnc3sc(-c4ccc(Br)o4)nn23)cc1	-24.1
C=CCn1cc(C(=O)NCCCOCC)c(=O)c2cc(S(=O)(=O)N(CC)CC)ccc21	-42.6
CCOC(=O)Cc1csc(NC(=O)c2ccco2)n1	-0.8
COc1cc(NC(=O)CSc2nnc(C)s2)cc(OC)c1	-22.2
O=C(c1cc(-c2ccc3c(c2)OCO3)on1)N1CCN(c2ccc(F)cc2)CC1	-49.4
CCC(C)C(=O)Nc1cc(OC)c(OC)cc1C(=O)O (stereo not given)	-37.7
COc1ccc(C(=O)NCCn2ccc3ccccc32)cc1	3.8
COc1cccc(C(=O)Nc2nc(-c3ccc(S(=O)(=O)N4CCOCC4)cc3)cs2)c1	-1.4
COc1ccccc1OCCSc1nnc(C)n1-c1ccccc1	-12.2
CC(=O)c1c(N2CCOCC2)nc(=S)n(Cc2ccccc2)c1C	-6.8
COc1ccc(N2CCN(c3nc4c(c(=O)n(C)c(=O)n4C)n3Cc3ccccc3)CC2)cc1	-1.2
CCN(CC)S(=O)(=O)c1ccc(C(=O)OCC(=O)N2CCN(C(=O)c3ccco3)CC2)cc1	-42.2
Cc1oc(-c2ccccc2)nc1C(=O)OCC(=O)NC(=O)NCC(C)C	-0.9
CCOC(=O)c1sc(NC(=O)CSc2nc(-c3ccco3)cc(C(F)(F)F)n2)c(C#N)c1C	-27.6
COc1ccccc1-n1c(SCC(=O)N2CCCC2)nc2cccnc21	-32.2
COC(=O)c1oc2ccc(Br)cc2c1NC(=O)c1ccccc1	-45.9
[O-][n+]1onc2c1CCc1nnccc1-2	-3.6
O=C(CCCn1c(=O)oc2ccccc21)Nc1cccnc1	-27.2
CCOC(=O)N1CCC2(CC1)CC(=O)c1c(ccc3oc(C(=O)O)c(C)c13)O2	-11.6
COc1ccccc1NC(=O)N(Cc1ccccc1)c1ccccn1	-10.1
O=C(CSc1nc2ccccc2n1CC(=O)N1CCCC1)N1CCN(C(=O)c2ccco2)CC1	-9.0
Cc1ccc2c(c1)c1c(n2C)C(C(N)=O)CCC1 (stereo not given)	19.6
O=C(COC(=O)c1cncc(Br)c1)NCCC1=CCCCC1	1.2
Cc1ccc(S(=O)(=O)C(C#N)c2nc3ccccc3nc2OC(C)C)cc1 (stereo not given)	2.4
COc1ccccc1C1C2CCCCC2(O)CCN1CC(=O)Nc1ccccc1 (stereo not given)	-15.2
COc1ccc(OC)c(CCNC(=O)CS(=O)(=O)Cc2nc(-c3ccccc3C)oc2C)c1	-8.2
Cn1c(=O)c2c(ncn2CC(=O)Nc2nnc(Cc3ccccc3)s2)n(C)c1=O	0.3

Some values from the list:
`O=C(CSc1nc2ccccc2n1CC(=O)N1CCCC1)N1CCN(C(=O)c2ccco2)CC1` in GBA activity up → -9.0
`O=C(COC(=O)c1cncc(Br)c1)NCCC1=CCCCC1` in GBA activity up → 1.2

The results go on:
SMILES	GBA activity up
COc1ccc(C(CC(=O)NC(C)(C)C)n2cccc2)cc1 (stereo not given)	-26.3
CCC(C)c1ccc(O)c(NC(=O)c2cccnc2)c1 (stereo not given)	-5.3
COc1ccc(-c2ccc(CCC(=O)O)n2NC(=O)c2cccs2)cc1	-11.8
COC(=O)c1cn(CC(=O)NCc2cccs2)c2ccccc12	-8.8
O=C(c1cc2nc(-c3ccccc3)cc(C(F)(F)F)n2n1)N1CCOCC1	12.5
COC(=O)c1ccc(NC(=O)CN(C2CCCCC2)S(C)(=O)=O)cc1	-7.1
Cc1nc(SCCO)c2oc3ccccc3c2n1	16.1
CCCCC(=O)Nc1ccc(Cl)cn1	28.4
CCSc1nnc(NC(=O)Cc2ccc(OC)c(S(=O)(=O)N3CCOCC3)c2)s1	-2.9
O=C1CCCc2nc(N3CCCCC3)sc21	-0.5
Cn1c(C(=O)N2COCC2(C)C)cc2c(=O)n3ccccc3nc21	-19.5
COc1ccccc1CC(=O)Nc1ccc(-c2nnc(-c3ccco3)o2)cc1	-4.0
